Screening data from PubChem.
CXCR6 inh = inhibitors of human CXCR6 receptor. inhibition, % at 20 µM. 360,000 compounds, 0.36% hits. CHO-K1 PathHunter CXCR6 beta-arrestin, luminescence. O00574; in the data active = inhibition above about 34%, passing the limit was not always enough;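 note: antagonist mode with CXCL16 agonist at 10 nM final; 0% = 10 nM CXCL16 with DMSO and 100% = unstimulated wells without agonist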
Target sequence (O00574 whole entry, looked up): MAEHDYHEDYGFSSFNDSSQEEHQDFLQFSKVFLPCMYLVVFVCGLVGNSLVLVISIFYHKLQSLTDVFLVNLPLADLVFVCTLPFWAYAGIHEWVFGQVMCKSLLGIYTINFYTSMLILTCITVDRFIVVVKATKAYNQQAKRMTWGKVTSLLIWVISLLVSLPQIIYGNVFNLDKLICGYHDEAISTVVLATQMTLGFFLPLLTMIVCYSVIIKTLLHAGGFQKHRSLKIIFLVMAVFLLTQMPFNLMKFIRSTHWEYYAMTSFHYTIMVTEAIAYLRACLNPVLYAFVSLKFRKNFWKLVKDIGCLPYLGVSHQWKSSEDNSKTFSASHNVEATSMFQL
697 NFkB inh = inhibitors of the PMA/ionomycin-induced NF-kB reporter in 697 B cells; 697 B-cell NF-kB luciferase reporter, 16 h; inhibition, % at 4 µM; 330,000 compounds, 0.33% hits; in the data active = inhibition above about 35%
CHOP UPR activ = activators of apoptotic arm of unfolded protein response (CHOP). activation, % at 10 µM. CHO-CHOP luciferase reporter, UPR activation, luminescence; percent of tunicamycin response over DMSO baseline. AID 449763. 330,000 compounds, 0.34% hits;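 active = at 10 µM dose, activation of 40% or more, normalized to positive control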;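 note: 100% = tunicamycin at 10 µg/mL and 0% = DMSO alone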
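Assay system: CHO-CHOP cells, stable luciferase reporter of PERK-eIF2a-CHOP signalling / Buffer or medium: F12 plus 10% serum / Compound dosing: one dose, 10 µM in 0.5% DMSO / Times: 6 h compound treatment, 37 °C / Technique: luciferase luminescence / Read-out: % reporter activation, DMSO baseline versus tunicamycin full activation / Benchmarks: tunicamycin and DMSO controls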
CCR6 antagonist = CCR6 (human) receptor antagonism; P51684; CHO-K1 CCR6 PathHunter beta-arrestin, luminescence, CCL20-stimulated; inhibition, % at 20 µM; 340,000 compounds, 0.49% hits; AID 493098;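 active = compounds whose inhibition of the agonist-driven luminescence signal at 20 µM reaches about 50%, limit read from the data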;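 note: cells stimulated with CCL20 at 14 nM final; plate controls were DMSO with CCL20 for no effect and DMSO without agonist for full effect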
Target sequence (P51684 whole entry, looked up): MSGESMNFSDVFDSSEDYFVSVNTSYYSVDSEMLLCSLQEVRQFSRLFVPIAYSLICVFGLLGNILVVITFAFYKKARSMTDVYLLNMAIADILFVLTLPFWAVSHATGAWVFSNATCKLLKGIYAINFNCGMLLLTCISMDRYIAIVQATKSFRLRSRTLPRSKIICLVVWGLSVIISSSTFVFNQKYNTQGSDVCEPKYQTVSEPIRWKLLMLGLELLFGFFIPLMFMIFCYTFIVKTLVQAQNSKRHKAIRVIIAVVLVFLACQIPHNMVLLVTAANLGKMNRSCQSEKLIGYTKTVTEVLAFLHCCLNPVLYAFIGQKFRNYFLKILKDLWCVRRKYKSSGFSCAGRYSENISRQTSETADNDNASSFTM
Mdm2 MdmX PPI = human Mdm2/MdmX binding inhibition; AID 485346; 330,000 compounds, 3% hits; SaOS-2 split-luciferase Mdm2/MdmX complementation, luminescence; inhibition, % at 8 µM; O15151+Q00987;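 active = inhibition of at least 50% at 8 µM in the primary screen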
EBI2 block = EBI2 (human) antagonism. P32249. EBI2 beta-arrestin recruitment, luminescence, 7a,25-OHC stimulated. inhibition, % at 5 µM. 360,000 compounds, 0.81% hits. AID 651636; in the data active = inhibition above about 38%;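 note: enzyme fragment complementation signal reports receptor beta-arrestin coupling in cells; 0% = agonist plus DMSO wells and 100% = wells without agonist; some results beyond the cut were filed as inactive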
Target sequence (P32249 whole entry, looked up, the tested form may be a part): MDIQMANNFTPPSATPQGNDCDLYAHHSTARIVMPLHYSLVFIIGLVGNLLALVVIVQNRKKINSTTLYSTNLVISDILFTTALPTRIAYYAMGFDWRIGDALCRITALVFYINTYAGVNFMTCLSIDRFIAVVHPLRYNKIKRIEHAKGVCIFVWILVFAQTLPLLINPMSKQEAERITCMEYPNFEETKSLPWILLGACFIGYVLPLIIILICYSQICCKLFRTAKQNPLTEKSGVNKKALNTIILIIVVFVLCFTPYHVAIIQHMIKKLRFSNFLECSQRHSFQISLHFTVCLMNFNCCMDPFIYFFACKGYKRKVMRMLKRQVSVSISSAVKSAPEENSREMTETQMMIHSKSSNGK
Jurkat NFkB inh = inhibitors of the PMA/ionomycin-induced NF-kB reporter in Jurkat cells. 330,000 compounds, 0.53% hits. AID 435003. PMA/ionomycin-induced NF-kB luciferase reporter, luminescence. inhibition, % at 4 µM; in the data active = inhibition above about 50%
Gli-Sufu antag = blocks Gli-Sufu signaling in a luciferase reporter; Sufu-KO-LIGHT fibroblasts, Gli luciferase reporter luminescence; inhibition, % at 5 µM; 340,000 compounds, 0.74% hits; AID 588413;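 active = inhibition above about 55%, limit read from the data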;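 note: 0% = DMSO-treated cells and 100% = wells with medium but no cells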
XBP1 UPR activ = activators of adaptive arm of unfolded protein response (XBP1) | CHO-XBP1 luciferase reporter, IRE1-XBP1 UPR activation, luminescence; percent of tunicamycin response, DMSO as zero | activation, % at 20 µM | 330,000 compounds, 0.33% hits;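 active = versus positive control, 20 µM dose yields 30% or more activation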;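 note: 100% = tunicamycin at 10 µg/mL and 0% = DMSO only wells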
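Assay system: IRE1-XBP1 luciferase reporter CHO line. Input: 1000 cells/well. Buffer or medium: F12 with 10% serum. Doses: 20 µM, 1% DMSO. Times: overnight seeding at 37 °C, 6 h compound treatment at 37 °C. Technique: Steady-Glo luciferase glow luminescence, 10 min after reagent addition.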
* hit, by the source's call; nt = not tested or not shown.

SMILES | CXCR6 inh | 697 NFkB inh | CHOP UPR activ | CCR6 antagonist | Mdm2 MdmX PPI | EBI2 block | Jurkat NFkB inh | Gli-Sufu antag | XBP1 UPR activ
N#CCC(=O)NCC1(c2ccccc2)CCCC1 | -2 | 12 | -1.4 | 9 | -15 | -3 | 4 | 16 | -3
CN(C)CCNC(=O)/C(=C/c1ccc(-c2ccc(Cl)cc2)o1)NC(=O)c1ccccc1 | 0 | nt | nt | 9 | nt | -15 | nt | 14 | nt
Cc1ccc(C(CC(=O)O)NC(=O)c2ccc(S(=O)(=O)N3CC(C)OC(C)C3)cc2)cc1 (stereo unspecified) | 6 | 12 | 1.9 | 6 | 16 | -2 | -5 | -9 | 1
CCOC(=O)C1=C(CNCc2ccccc2Cl)NC(=O)NC1c1cccc([N+](=O)[O-])c1 (stereo unspecified) | 2 | 19 | 2.0 | 9 | 6 | 5 | 21 | 4 | -1
O=C(Cn1c(NCCO)nc2ccccc21)c1ccccc1 | 2 | 3 | -1.8 | 22 | 12 | 8 | -6 | -5 | -3
CCCc1c(NC(=O)Nc2ccc(F)cc2)cnn1-c1ccc(Cl)cc1 | 0 | -113 | -2.0 | 2 | 61* | 1 | -9 | -16 | 1
CC1CCN(C(=O)COc2cccc3c2CCN(Cc2ccccc2)C3=O)CC1 | 2 | -2 | -0.3 | 23 | -16 | 1 | 3 | 0 | -1
Cn1cccc1/C=C1/SC(=O)N(CC(=O)N2CCCC2)C1=O | 4 | 3 | 2.8 | -3 | -6 | -4 | 8 | -4 | -2
O=[N+]([O-])c1ccc(/C([O-])=C(/C(=S)NCc2ccco2)[n+]2ccccc2)cc1 | -1 | -13 | -0.8 | 9 | -4 | 2 | -24 | 24 | 0
C=CCOc1ccc(/C=C(\C#N)C(=O)Nc2ccccn2)cc1 | 6 | 2 | 7.2 | -6 | -1 | 3 | 8 | -17 | 3
CC(C)Cc1nnc(NC(=O)C23CC4CC(CC(C4)C2)C3)s1 | -6 | -15 | -1.1 | -1 | -10 | -12 | 2 | -5 | 2
CN(C)/C=N/c1ncc(C(=O)OC(C)(C)C)s1 | 0 | 4 | 2.9 | 7 | -5 | -8 | -17 | -21 | -1
CCCCC(=O)Nc1ccc(NC(=S)NC(=O)CCCCl)cc1OC | 4 | 5 | -2.2 | 12 | 17 | -6 | 2 | -2 | -1
Cc1ccc2cccc(SCC(=O)NCc3ccco3)c2n1 | 1 | -2 | -2.1 | -4 | 15 | 8 | -5 | 6 | 3
O=S(=O)(Nc1cnc2ccccc2c1)N1CCCCCC1 | -7 | -20 | 1.6 | 23 | 22 | 1 | -4 | 1 | 3
COc1cc(OC)cc(C(=O)NC(C)c2cnn(-c3ccccc3C)c2C)c1 (stereo unspecified) | -10 | -28 | 0.3 | 7 | 8 | 2 | 1 | 18 | -3
O=S(=O)(c1cccc2nonc12)N1CCN(c2ccccc2F)CC1 | -2 | -15 | -0.4 | 14 | -25 | 10 | 1 | -2 | -5
COCc1ccc(C(=O)N2CCCC(C(=O)c3ccc(SC)cc3)C2)o1 (stereo unspecified) | 1 | 12 | -1.0 | 14 | -5 | -9 | -7 | -7 | 0
CCn1c(/C=C2\C(=O)N(C(C)C)c3ccccc32)nc2ccccc2c1=O | 6 | -2 | -1.1 | 19 | -4 | 35 | 9 | 7 | 0
C/C(=N\OCc1nc2ccccc2c(=O)n1/N=C/c1cc([N+](=O)[O-])ccc1O)c1ccccc1 | -2 | -25 | 0.9 | 27 | 21 | -3 | -15 | 4 | 1
C=CCn1c(SCC(=O)N2CCN(c3ccccc3)CC2)nnc1-c1ccco1 | -3 | 15 | -2.0 | -4 | 12 | 3 | -4 | 6 | 0
CCNC(=O)NC(=O)C(C)Sc1ccc2c(c1)OCCO2 (stereo unspecified) | 3 | 22 | -1.6 | -6 | -12 | -15 | -4 | -9 | -2
O=C1CSC(=Nc2ccccc2[N+](=O)[O-])N1 | 4 | 0 | -1.5 | 7 | 3 | 1 | 10 | 13 | -1
CC1=CC=CC2=NC(=O)CC(C)(C(=O)N(CC(=O)NC3CCCC3)Cc3ccc(Cl)cc3)N12 (stereo unspecified) | 5 | 7 | -1.9 | 10 | 22 | 0 | -5 | -11 | 2
O=S(=O)(Cc1ccccc1)N1CCN(c2ccccc2)CC1 | -3 | nt | nt | -7 | nt | -8 | nt | 2 | nt

Further structures:
SMILES | CXCR6 inh | 697 NFkB inh | CHOP UPR activ | CCR6 antagonist | Mdm2 MdmX PPI | EBI2 block | Jurkat NFkB inh | Gli-Sufu antag | XBP1 UPR activ
COCC(C)n1c(SCC(=O)Nc2oc(C)c3c(C)n[nH]c(=O)c23)nc2ccccc2c1=O (stereo unspecified) | -1 | -5 | -0.1 | 1 | 19 | -5 | -1 | 3 | 6
CC1CC(=O)Nc2ccccc2N1S(=O)(=O)c1cccc(Cl)c1 (stereo unspecified) | 2 | 7 | -1.0 | -4 | 21 | 3 | 7 | -1 | -2
O=C(Nc1ccc(F)cc1)c1ccc2c(c1)S(=O)(=O)N=C1CCCCCN12 | 2 | 9 | 0.3 | 0 | 11 | -15 | -3 | -7 | 4
O=C(O)CCCCCNC(=O)c1ccccc1 | -3 | 4 | -0.1 | -3 | -20 | -5 | 12 | 2 | 1
CC(C)=NNc1nc2c(c(=O)n(C)c(=O)n2C)n1CCc1ccccc1 | 1 | 2 | 0.6 | 15 | 22 | -5 | 2 | 23 | -1
Cc1ccnc(NS(=O)(=O)c2ccc(N=CC3=C(O)CC(C)(C)CC3=O)cc2)n1 | -5 | 9 | 8.0 | 9 | 23 | -10 | 12 | 10 | 4
O=C(C[C@@H]1C/C=C\C[C@@H](NC(=O)OCC2c3ccccc3-c3ccccc32)C(=O)OC[C@@H](Cc2ccccc2)NC1=O)NCCO | -3 | -6 | 0.8 | -1 | -5 | -1 | -6 | 54 | 1
CCOC(Cn1c(CCCO)nc2ccccc21)OCC | 1 | 9 | -3.3 | 14 | 2 | -4 | -8 | 2 | 0
CCS(=O)(=O)NCc1csc(C)n1 | 1 | 14 | 0.5 | 7 | 17 | -14 | -9 | -4 | -2
CCN(CC)CCNC(=S)Nc1ccc2nc(N3CCOCC3)cc(C)c2c1 | 0 | -2 | 0.9 | 2 | -12 | -1 | -14 | 6 | -2
COc1ccccc1N1CCN(CC(O)c2ccc3cc[nH]c3c2)CC1 (stereo unspecified) | 4 | -8 | -0.8 | 5 | 17 | 23 | -4 | -3 | -2
CN(C)CCCOC(=O)CCc1ccccc1 | -7 | 25 | -0.8 | 3 | 15 | -3 | -6 | -5 | 1
CCOc1cccc2cc(C(=O)Nc3nccs3)c(=O)oc12 | -5 | -16 | 3.6 | -6 | 15 | -3 | -11 | 1 | -2
O=C(CNC(=O)c1ccc(Br)o1)NC12CC3CC(CC(C3)C1)C2 | 2 | 2 | 0.2 | 5 | 34 | 8 | 6 | -25 | -3
OCCC1CN(Cc2ccc3cc(Cl)ccc3n2)CCN1Cc1ccsc1 (stereo unspecified) | -4 | -21 | 2.7 | 12 | 5 | 0 | -13 | 27 | -1
COc1ccc(C(=O)Nc2cccc(NC(C)=O)c2)cc1OC | -1 | -5 | 1.8 | -11 | 12 | -2 | 4 | -8 | 2
CCOC(=O)c1cnn(-c2nc3c(C)cccc3s2)c1C(F)(F)F | -8 | 11 | -4.0 | 28 | 2 | 4 | -3 | 13 | -6
Cc1ccc(-c2nn(-c3ccccc3)cc2/C=C(\C#N)C(=O)NCc2ccccc2)cc1 | -7 | -14 | -0.2 | -2 | 75* | 31 | -8 | -12 | -2
CCSC(=S)Nc1c(C)n(C)n(-c2ccccc2)c1=O | -1 | 21 | 0.6 | 5 | 20 | 6 | 9 | -8 | -2
O=C1c2[nH]nc(-c3ccccc3O)c2C(c2cccc(Cl)c2)N1CC1CCCO1 (stereo unspecified) | -2 | -14 | -1.0 | 18 | 3 | 7 | -1 | -4 | 3
Cc1[nH]c(C)c(S(=O)(=O)Nc2ccc(F)cc2Cl)c1C(=O)N1CCCC1 | 11 | 2 | -2.8 | 0 | 10 | -1 | 2 | -4 | -4
Cc1ccc2nc(SCC(=O)Nc3ccccc3F)nc(=O)n2c1 | -7 | -7 | 1.2 | 6 | 10 | 0 | 6 | -9 | 2
COc1cc(CCC(=O)N2CCN(c3cccc(C)c3C)CC2)cc(OC)c1OC | 10 | -16 | -0.1 | 11 | 16 | 22 | 18 | 11 | -1
Cc1ccc(C)c(NC(=S)N2CCN(Cc3ccccc3)CC2)c1 | -2 | 17 | -0.8 | 11 | -4 | 2 | -6 | -12 | 1
C=CCn1c(SCC(=O)NC2CCCCC2)nnc1-c1ccccn1 | -2 | -13 | 0.6 | -10 | -20 | -1 | 3 | -5 | 0

Next section.
SMILES | CXCR6 inh | 697 NFkB inh | CHOP UPR activ | CCR6 antagonist | Mdm2 MdmX PPI | EBI2 block | Jurkat NFkB inh | Gli-Sufu antag | XBP1 UPR activ
COCCN(CCOC)c1nc(-c2ccc(C)cc2)nc2ccccc12 | 1 | -26 | 2.6 | 6 | 10 | 7 | -6 | 16 | -1
CCOC(=O)/C(C#N)=C/c1cc2ccccc2nc1N1CCOCC1 | -3 | 6 | 3.8 | 7 | 17 | -7 | 11 | 4 | 1
O=C1CSC(c2ccccc2)N1CC12CC3CC(CC(O)(C3)C1)C2 (stereo unspecified) | -6 | 5 | 0.7 | -17 | 6 | 4 | 4 | -2 | 1
Cc1ccc(NS(=O)(=O)c2ccc3c(c2)C(=O)c2ccccc2C3=O)c(C)c1 | 2 | nt | nt | 7 | nt | -11 | nt | 2 | nt
Cc1ccccc1SC1CCN(C(=O)C2CCC(=O)N(C3CC3)C2)CC1 (stereo unspecified) | 1 | -4 | 1.3 | -11 | 7 | 6 | 7 | 41 | -6
CC(C)(Cc1ccccc1)/[N+]([O-])=C\c1ccccc1 | 1 | 18 | -3.8 | -15 | 6 | 3 | 9 | -20 | -1
COc1ccc(CCN(Cc2nc3ccccc3c(=O)[nH]2)C(=O)c2ccco2)cc1 | -6 | -18 | -0.4 | 8 | -16 | -4 | -9 | -6 | -3
CCn1cc(C(=O)N2CCc3ccccc32)c(=O)c2cc(S(=O)(=O)N3CCOCC3)ccc21 | 5 | 8 | -0.9 | -4 | 15 | -2 | 8 | 13 | 0
O=C(CSc1nnc2ccccn12)Nc1ccc(S(=O)(=O)N2CCOCC2)cc1 | 2 | 13 | 4.2 | 12 | 5 | 0 | 0 | 4 | -2
CCC(C)NS(=O)(=O)c1cc2c3c(c1)CCN3C(=O)CC2 (stereo unspecified) | -13 | -13 | 0.6 | -9 | 9 | -22 | 6 | -5 | -2

A few values from the entries so far.
In CXCR6 inh, CC(C)(Cc1ccccc1)/[N+]([O-])=C\c1ccccc1 has 1
In 697 NFkB inh, CCn1cc(C(=O)N2CCc3ccccc32)c(=O)c2cc(S(=O)(=O)N3CCOCC3)ccc21 has 8

3 of the compounds above, comma-delimited.
mol,CXCR6 inh,697 NFkB inh,CHOP UPR activ,CCR6 antagonist,Mdm2 MdmX PPI,EBI2 block,Jurkat NFkB inh,Gli-Sufu antag,XBP1 UPR activ
CN(C)CCNC(=O)/C(=C/c1ccc(-c2ccc(Cl)cc2)o1)NC(=O)c1ccccc1,0,nt,nt,9,nt,-15,nt,14,nt
CCS(=O)(=O)NCc1csc(C)n1,1,14,0.5,7,17,-14,-9,-4,-2
CCSC(=S)Nc1c(C)n(C)n(-c2ccccc2)c1=O,-1,21,0.6,5,20,6,9,-8,-2
